STK33 inh: blocks human STK33 kinase activity; Q9BYT3; purified STK33, MBP phosphorylation, ADP-Glo luminescence; inhibition, % at 10 µM; 0.073% of 320,000 active;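 active means inhibition at or above 25%, using the most active replicate where run in duplicate; inactive means inhibition below 25%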
Target sequence (Q9BYT3 whole entry, looked up): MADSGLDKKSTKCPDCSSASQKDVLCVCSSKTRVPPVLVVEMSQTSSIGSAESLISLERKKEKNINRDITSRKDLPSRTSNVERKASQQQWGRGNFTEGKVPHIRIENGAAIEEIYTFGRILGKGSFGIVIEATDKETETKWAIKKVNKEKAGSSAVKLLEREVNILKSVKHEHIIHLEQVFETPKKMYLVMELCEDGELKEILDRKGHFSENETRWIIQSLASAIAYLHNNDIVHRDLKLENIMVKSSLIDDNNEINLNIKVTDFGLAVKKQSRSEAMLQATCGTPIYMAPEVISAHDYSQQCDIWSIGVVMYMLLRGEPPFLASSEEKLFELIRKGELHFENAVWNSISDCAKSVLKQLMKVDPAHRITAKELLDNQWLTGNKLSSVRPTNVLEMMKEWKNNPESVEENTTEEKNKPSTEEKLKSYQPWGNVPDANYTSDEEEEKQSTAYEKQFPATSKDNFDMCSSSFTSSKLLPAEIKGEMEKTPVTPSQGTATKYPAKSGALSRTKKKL
An asterisk follows results filed as active. This is a subset; count on the stated rates, not on these rows.

Start of the listing, in advance:
SMILES	STK33 inh
COCCNC(=O)N1[C@H]2CC[C@@H]1C(C(=O)OC)=C(c1cccc(C#N)c1)C2	-1.6
COC(=O)C1=C(c2ccc(-c3ccccc3)c(F)c2)C[C@@H]2CC[C@H]1N2C(=O)NCCNC(C)=O	-0.3
CCCNC(=O)N1[C@H]2CC[C@@H]1C(C(=O)OC)=C(c1ccc(C(C)=O)cc1)C2	-3.3
CCOC(=O)C1(c2ccccc2)CCN(CCC(=O)Nc2ccc(F)cc2)CC1	-1.0
COC(=O)C1=C(c2ccc(F)cc2OCc2ccccc2)C[C@@H]2CC[C@H]1N2C(=O)NCCCOC(C)C	-3.2
CN(C)C1(CNC(=O)c2ccc(NS(=O)(=O)c3ccc(Cl)c(Cl)c3)cc2)CCCCC1	-0.3

The list itself, repeating the preview:
SMILES	STK33 inh
COCCNC(=O)N1[C@H]2CC[C@@H]1C(C(=O)OC)=C(c1cccc(C#N)c1)C2	-1.6
COC(=O)C1=C(c2ccc(-c3ccccc3)c(F)c2)C[C@@H]2CC[C@H]1N2C(=O)NCCNC(C)=O	-0.3
CCCNC(=O)N1[C@H]2CC[C@@H]1C(C(=O)OC)=C(c1ccc(C(C)=O)cc1)C2	-3.3
CCOC(=O)C1(c2ccccc2)CCN(CCC(=O)Nc2ccc(F)cc2)CC1	-1.0
COC(=O)C1=C(c2ccc(F)cc2OCc2ccccc2)C[C@@H]2CC[C@H]1N2C(=O)NCCCOC(C)C	-3.2
CN(C)C1(CNC(=O)c2ccc(NS(=O)(=O)c3ccc(Cl)c(Cl)c3)cc2)CCCCC1	-0.3
COC(=O)C1=C(c2ccc(F)cc2F)C[C@@H]2CC[C@H]1N2C(=O)NCc1ccco1	-0.1
COC(=O)C1=C(c2cccc(OCc3ccccc3)c2)C[C@@H]2CC[C@H]1N2C(=O)NCCOc1ccccc1Cl	-0.2
COC(=O)C1=C(c2ccc(F)cc2OCc2ccccc2)C[C@@H]2CC[C@H]1N2C(=O)N1CCC(O)(c2ccc(Cl)cc2)CC1	-0.3
C[C@]12CCC3C(CC[C@H]4C[C@@H](O)CC[C@]34C)C1C/C(=N/O)[C@@H]2O (stereo partly drawn)	-0.1
COC(=O)C1=C(c2ccc(C(C)=O)cc2)C[C@@H]2CC[C@H]1N2C(=O)NCC1CC1	-1.5
COCCNC(=O)N1[C@H]2CC[C@@H]1C(C(=O)OC)=C(c1ccc(OC)c(OC)c1)C2	-0.7
CC(C)[C@]12CC(=O)[C@H](C)[C@H]1C2	-0.7
N#Cc1ccc(NC(=O)CN2C(=O)NC3(CCCCCCC3)C2=O)cc1Cl	-0.1
COC(=O)C1=C(c2ccc(-c3ccccc3)c(F)c2)C[C@@H]2CC[C@H]1N2C(=O)NCc1ccc(F)cc1	-0.5
COC(=O)C1=C(c2ccccc2OCc2ccccc2)C[C@@H]2CC[C@H]1N2C(=O)NCc1ccc([N+](=O)[O-])cc1	0.2
CCCCCC[N+](=O)[O-]	-1.4
COC(=O)C1=C(c2ccc3ccccc3c2)C[C@@H]2CC[C@H]1N2C(=O)NCc1ccc(C(F)(F)F)cc1	-0.7
COC(=O)C1=C(c2ccc3ccccc3c2)C[C@@H]2CC[C@H]1N2C(=O)NC1CC1	0.5
COC(=O)C1=C(c2ccc(F)cc2F)C[C@@H]2CC[C@H]1N2C(=O)NCCOc1ccc(OC)cc1	-0.8

An excerpt from above in order of length of the SMILES, descending.
SMILES	STK33 inh
COC(=O)C1=C(c2ccc(F)cc2F)C[C@@H]2CC[C@H]1N2C(=O)NCCOc1ccc(OC)cc1	-0.8
COC(=O)C1=C(c2ccc3ccccc3c2)C[C@@H]2CC[C@H]1N2C(=O)NC1CC1	0.5
CC(C)[C@]12CC(=O)[C@H](C)[C@H]1C2	-0.7

(further entries)
SMILES	STK33 inh
CC(=O)O[C@@H]1CC[C@]2(C)C3CC[C@@]4(C)C(C[C@@H](O)[C@@H]4O)C3[C@@H](OC(C)=O)C[C@H]2C1 (stereo partly drawn)	-1.1
COC(=O)C1=C(c2ccc(OC)c(OC)c2)C[C@@H]2CC[C@H]1N2C(=O)NCc1ccc(F)cc1	0.1
COCCNC(=O)N1[C@H]2CC[C@@H]1C(C(=O)OC)=C(c1ccc(-c3ccccc3)c(F)c1)C2	-0.4
CCN(CC)C(=O)c1ccc(NC(=O)c2ccc(N3CCCC3=O)cc2)cc1	0.1
COC(=O)C1=C(c2ccc(F)cc2F)C[C@@H]2CC[C@H]1N2C(=O)N1CCCCC1	-0.2
COc1cc(-c2ccc(N)c(OC)c2)ccc1N	-0.4
COC(=O)C1=C(c2ccc(OC)c(OC)c2)C[C@@H]2CC[C@H]1N2C(=O)N1CCC(O)CC1	0.5
COC(=O)C1=C(c2ccc(F)cc2OCc2ccccc2)C[C@@H]2CC[C@H]1N2C(=O)NCc1ccc(Cl)cc1	-0.4
COC(=O)C1=C(c2ccc(S(C)(=O)=O)cc2)C[C@@H]2CC[C@H]1N2C	-2.4
CCN(C(=O)COC(=O)c1cc(C)n(C2CC2)c1C)c1ccccc1	-0.1
CC1CCN(C(=O)COC(=O)c2cn(C)c3ccccc23)CC1	-0.5
CCSC(=O)N1CCCCCC1	0.2
CCN(C(=O)COC(=O)Cc1ccccc1)c1c(N)n(Cc2ccccc2)c(=O)[nH]c1=O	-0.1
C/C=C/c1ccc2c(c1)OCO2	-0.3
COC(=O)C1=C(c2ccc(OC)c(OC)c2)C[C@@H]2CC[C@H]1N2C(=O)N1CCCC1	0.9
C[C@]12CCC3C(CC[C@H]4CC(=O)CC[C@]34C)C1CCC2=O (stereo partly drawn)	0.4
COC(=O)C1=C(c2cccc(C#N)c2)C[C@@H]2CC[C@H]1N2C(=O)N1CCOCC1	-1.4
Cc1cccc(NC(=O)CN2CCN(C(=O)COc3cccc(Br)c3)CC2)c1C	-0.5
C[C@]12CCC3C(CC[C@H]4C[C@@H](O)[C@H](O)C[C@]34C)C1CC[C@@H]2O (stereo partly drawn)	0.3
COC(=O)C1=C(c2ccc(F)cc2OCc2ccccc2)C[C@@H]2CC[C@H]1N2C(=O)NCc1ccccc1C(F)(F)F	0.7
COC1=CC2C3Cc4ccc(OC)c(O)c4C2(CCN3C)CC1=O (stereo not drawn)	-0.5
COC(=O)C1=C(c2ccc(OC(F)(F)F)cc2)C[C@@H]2CC[C@H]1N2C(=O)NCc1cccc2ccccc12	-2.2
C[C@]12CCC(=O)C=C1CCC1C2CC[C@@]2(C)C1CC[C@@H]2O (stereo partly drawn)	-0.4
COC(=O)C1=C(c2c(C)noc2C)C[C@@H]2CC[C@H]1N2C(=O)NC1CC1	-2.7
C=C(C=O)C[C@@H]1C[C@H](O)C2OC3C[C@]4(C)OC5/C=C\CC6OC7C(CC=CCC6OC5CCCC4OC3CC2O1)OC1CC2OC3CC(=O)OC3C[C@@H](C)C[C@@]2(C)OC1C[C@@H]7C (stereo partly drawn)	2.5
COC(=O)C1=C(c2ccc(C(C)=O)cc2)C[C@@H]2CC[C@H]1N2C(=O)N1CCCC1	0.2
COC(=O)C1=C(c2ccc(OC(F)(F)F)cc2)C[C@@H]2CC[C@H]1N2C(=O)NCc1ccc(F)cc1	-1.5
C=C1[C@H]2CC[C@H]3[C@]4(C)C[C@H](O[C@@H]5OC(CO)[C@@H](OSOOO)[C@H](OS(=O)(=O)O)[C@H]5OC(=O)CC(C)C)C[C@@H](C(=O)O)[C@H]4CC[C@]3(C2)[C@H]1O (stereo partly drawn)	-3.8
Cc1ccccc1[N+](=O)[O-]	0.1
COC(=O)C1=C(c2ccc(C(C)=O)cc2)C[C@@H]2CC[C@H]1N2C(=O)NC(C)C	-1.4
COC(=O)C1=C(c2ccc(OC(F)(F)F)cc2)C[C@@H]2CC[C@H]1N2C(=O)NCCNC(C)=O	0.7
CN(C(=O)COC(=O)c1cn(C)c2ccccc12)C1CCCCC1	0.1
C[C@]12CC[C@H](O)C[C@H]1CC[C@@H]1C2CC[C@]2(C)[C@@H](C3=CC(=O)OC3)[C@@H](O)C[C@]12O (stereo partly drawn)	-0.9
COC(=O)C1=C(c2ccc(OC)c(OC)c2)C[C@@H]2CC[C@H]1N2C(=O)NC1CCCCC1	0.3
O=[N+]([O-])CCO	-1.2
CC(C)(O)C(=O)Nc1ccc([N+](=O)[O-])c(C(F)(F)F)c1	0.3
COC(=O)C1=C(c2cccc(OCc3ccccc3)c2)C[C@@H]2CC[C@H]1N2C(=O)NCc1ccc(F)cc1	-0.5
COC(=O)C1=C(c2ccc(-c3ccccc3)c(F)c2)C[C@@H]2CC[C@H]1N2C(=O)NC(C)C	1.1
COC(=O)C1=C(c2ccc(OC)c(OC)c2)C[C@@H]2CC[C@H]1N2C(=O)NC1Cc2ccccc2C1	-1.3
COC(=O)C1=C(c2ccc3ccccc3c2)C[C@@H]2CC[C@H]1N2C(=O)N1CCC(C)CC1	0.3
COC(=O)C1=C(c2ccc(F)cc2F)C[C@@H]2CC[C@H]1N2C(=O)NCc1ccc2c(c1)OCO2	0.3
C[C@@H]1O[C@@H](O[C@@H]2C=C3CC[C@@H]4C(CC[C@]5(C)[C@@H](c6ccc(=O)oc6)CC[C@]45O)[C@@]3(C)CC2)[C@H](O)[C@H](O)[C@H]1O (stereo partly drawn)	-0.3
C[C@]12CC[C@H](OC(=O)CCC(=O)O)CC1=CCC1C2CC[C@@]2(C)C1CC[C@@H]2OC(=O)CCC(=O)O (stereo partly drawn)	-0.4
COC(=O)C1=C(c2cccc(C#N)c2)C[C@@H]2CC[C@H]1N2C(=O)NC1CC1	-0.5
Cn1cc(C(=O)OCC(=O)NC2(C#N)CCCC2)c2ccccc21	0.8
COC(=O)C1=C(c2ccccc2OCc2ccccc2)C[C@@H]2CC[C@H]1N2C(=O)NCCOc1ccc(OC)cc1	-0.1
COC(=O)C1=C(c2ccc(-c3ccccc3)c(F)c2)C[C@@H]2CC[C@H]1N2C(=O)NCCOc1ccccc1Cl	-1.4
O=C(CCC(=O)N1C[C@H]2C[C@@H](C1)c1cccc(=O)n1C2)NCc1ccccc1C(F)(F)F	-0.1
C[C@]12CCC3C(C1CCC2=O)[C@H](O)C[C@H]1C[C@@H](O)CC[C@]31C (stereo partly drawn)	-1.5
COC(=O)C1=C(c2ccc(C(C)=O)cc2)C[C@@H]2CC[C@H]1N2C(=O)NCCNC(C)=O	0.0
O=NN1CCCCC1	-1.0
COC(=O)C1=C(c2ccc3ccccc3c2)C[C@@H]2CC[C@H]1N2C(=O)N1CCOCC1	-2.8
Cc1ccc2c(c1N)C(=O)c1ccccc1C2=O	1.9
COC(=O)C1=C(c2ccc(F)cc2F)C[C@@H]2CC[C@H]1N2C(=O)NCCO	-0.8
Brc1ccc(Oc2ccc(Br)cc2Br)c(Br)c1	0.0
COC(=O)C1=C(c2ccccc2OCc2ccccc2)C[C@@H]2CC[C@H]1N2C(=O)NCc1ccc(OC)cc1	-0.1
COC(=O)C1=C(c2ccc(C(C)=O)cc2)C[C@@H]2CC[C@H]1N2C	-0.8
CC(=O)[C@H]1CCC2C3CC[C@H]4C[C@@H](O)CC[C@]4(C)C3CC[C@@]21C (stereo partly drawn)	0.0
COC(=O)C1=C(c2ccc(OC)c(OC)c2)C[C@@H]2CC[C@H]1N2C(=O)NCC1CC1	-2.4
BrCC(Br)C1CCC(Br)C(Br)C1 (stereo not drawn)	1.4

Random excerpt: 2 records from the list.
SMILES	STK33 inh
Brc1ccc(Oc2ccc(Br)cc2Br)c(Br)c1	0.0
COC(=O)C1=C(c2ccc3ccccc3c2)C[C@@H]2CC[C@H]1N2C(=O)N1CCOCC1	-2.8

(list continues)
SMILES	STK33 inh
CCCNC(=O)N1[C@H]2CC[C@@H]1C(C(=O)OC)=C(c1c(C)noc1C)C2	-1.8
C=CC(=O)NCNC(=O)C=C	-1.0
Cc1cnc(-n2c(=S)[nH]c3ccccc3c2=O)s1	0.9
COc1ccc(S(=O)(=O)N2CCOCC2)cc1NC(=O)COC(=O)Cc1ccccc1	0.3
O=C1C2(Cl)C3(Cl)C4(Cl)C(Cl)(Cl)C5(Cl)C3(Cl)C1(Cl)C5(Cl)C24Cl (stereo not drawn)	-1.0
COC(=O)C1=C(c2cccc(OCc3ccccc3)c2)C[C@@H]2CC[C@H]1N2C(=O)NCc1cccc(C(F)(F)F)c1	-1.5
COC(=O)C1=C(c2cccc(C#N)c2)C[C@@H]2CC[C@H]1N2C(=O)NCCNC(C)=O	-0.8
CCC/C=N/O	0.4
CCOC(=O)[C@@H]1[C@H]2COc3ccc(Br)cc3[C@H]2N2C(=O)N(c3cccc(C)c3)C(=O)[C@]12C	3.1
COC(=O)C1=C(c2ccc(Cl)c(C(F)(F)F)c2)C[C@@H]2CC[C@H]1N2C(=O)NCCNC(C)=O	-2.6
COC(=O)C1=C(c2ccc(OCc3ccccc3)cc2)C[C@@H]2CC[C@H]1N2C(=O)NCc1cccc(C(F)(F)F)c1	0.0
COC(=O)C1=C(c2c(C)noc2C)C[C@@H]2CC[C@H]1N2C(=O)NCCOc1ccc(OC)cc1	-0.5
Cc1cc(C(=O)OCC(=O)Nc2cccc(F)c2)c(C)n1C1CC1	0.8
CCN(CC)CCO	0.1
C[C@]12CCC3C(CC[C@H]4C[C@@H](O)CC[C@]34C)C1CC[C@@H]2OC(=O)[C@H](N)CCCCN (stereo partly drawn)	0.5
COC(=O)C1=C(c2ccc(-c3ccccc3)c(F)c2)C[C@@H]2CC[C@H]1N2C(=O)N1CCC(C)CC1	-1.6
COC(=O)C1=C(c2ccc(F)cc2OCc2ccccc2)C[C@@H]2CC[C@H]1N2C(=O)NCc1ccc(OC)c(OC)c1	-1.1
COC(=O)C1=C(c2cccc(OCc3ccccc3)c2)C[C@@H]2CC[C@H]1N2C(=O)NCc1ccc(Br)cc1	-1.6
Nc1ncc([N+](=O)[O-])s1	0.9
COCCO[C@H]1CCC2C3CC=C4C[C@@H](O)CC[C@]4(C)C3CC[C@@]21C (stereo partly drawn)	0.5
C[C@]12CC[C@H](O)CC1=CCC1C2CC[C@]2(C)C(=O)[C@H](Br)CC12 (stereo partly drawn)	-0.9
CCCNC(=O)N1[C@H]2CC[C@@H]1C(C(=O)OC)=C(c1cccc(C#N)c1)C2	-1.5
COC(=O)C1=C(c2ccc(F)cc2F)C[C@@H]2CC[C@H]1N2C(=O)NCCCOC(C)C	-1.6

Bioassay records (PubChem)
